Screening results as filed in PubChem.
TbREL1 primary – TbREL1 RNA ligase inhibitors, primary screen, biochemical, FRET fluorescence | AID 1117264, 2014 | inhibition, % at 9.66 µM | RNA-editing ligase 1, mitochondrial (Trypanosoma brucei brucei), P86926 | 89,000 tested, 0.49% active | TbREL1 RNA ligation;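 active = inhibition above the mean inhibition across all screened compounds plus 3 SD, cut at about 11% in these data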;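 also: 0% = plate median of test wells and 100% = NSC42067 control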
Target sequence (P86926 whole entry, looked up): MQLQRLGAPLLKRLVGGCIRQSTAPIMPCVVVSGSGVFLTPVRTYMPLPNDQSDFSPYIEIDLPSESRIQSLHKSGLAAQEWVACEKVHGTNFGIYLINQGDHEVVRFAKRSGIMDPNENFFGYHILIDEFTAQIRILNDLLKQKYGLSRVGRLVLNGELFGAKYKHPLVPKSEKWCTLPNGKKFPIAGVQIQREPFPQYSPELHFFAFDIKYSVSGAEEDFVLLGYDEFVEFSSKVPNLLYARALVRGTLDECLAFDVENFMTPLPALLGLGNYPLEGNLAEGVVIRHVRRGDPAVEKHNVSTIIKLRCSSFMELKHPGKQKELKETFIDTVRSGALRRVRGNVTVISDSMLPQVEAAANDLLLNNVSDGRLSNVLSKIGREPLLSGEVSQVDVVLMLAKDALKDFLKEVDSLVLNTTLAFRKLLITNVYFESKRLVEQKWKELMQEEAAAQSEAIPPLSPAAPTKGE
* marks the source's active call; other numbers are inactive results.

SMILES | TbREL1 primary
Cc1cc(OCCCC(=O)Nc2cc(S(=O)(=O)N3CCOCC3)ccc2N2CCOCC2)ccc1Cl | -2
Cn1c(=NC(=O)c2cnccn2)sc2ccccc21 | 1
CC(=O)Nc1cccc(NC(=O)CSc2nc(C3CC3)nc3ccccc23)c1 | -1
COc1cccc(C(=O)Nc2cc(=O)n(C)c(=O)n2C)c1OC | -2
Cc1ccc(S(=O)(=O)Nc2ccc(NC(=O)c3cccnc3)cc2)cc1 | -2
CCN(CC)c1ccc(NC(=O)CN(C)Cc2cccs2)cc1 | -2
CC(=O)c1ccc([C@H](O)[C@@H](C(=O)N(C)c2ccccc2)C2CC2)cc1 | 2
O=C(NCc1ccccn1)/C(=C/c1ccco1)NC(=O)c1ccccc1 | 0
O=C(COC(=O)/C=C/c1ccc(Cl)cc1Cl)Nc1cc(C(F)(F)F)ccc1N1CCOCC1 | 0
CCc1ccc(NC(=O)CSc2nnnn2C)cc1 | 0
O=C(Nc1ccc(Cl)cc1)NC1CCS(=O)(=O)C1 (stereo unspecified) | 2
COc1ccc(C(C(=O)NCc2ccccc2)n2c(=O)c(-c3ccccc3)nc3ccccc32)cc1 (stereo unspecified) | 1
O=C(COc1ccc(F)cc1)Nc1nc(-c2cccnc2)cs1 | 6
COc1ccccc1NC(=S)NC(NC(C)=O)C(Cl)(Cl)Cl (stereo unspecified) | 0
CCN1CCN(C(c2ccccc2)c2nnnn2CCc2ccc(OC)c(OC)c2)CC1 (stereo unspecified) | 2
CC(=O)c1cccc(NC(=O)C2CCCN2S(=O)(=O)c2cccc3cccnc23)c1 (stereo unspecified) | 4
N#CC1=C(SCC(N)=O)NC(=O)CC1c1ccccc1Cl (stereo unspecified) | 2
COc1ccc(C(=O)NC(=S)Nc2ccc(CN3CCOCC3)cc2)cc1 | -6
CC(CNC(=O)c1cncc(O)c1)NC(=O)c1cncc(O)c1 (stereo unspecified) | 1
O=C(Nc1cc(S(=O)(=O)N2CCCC2)ccc1OCC(F)(F)F)c1ccccc1F | 6
COc1ccc(CCNC(=O)c2ccn[nH]2)cc1OC | 1
Cc1cccc(CNc2ncnc3ccc(-c4ccccc4Cl)cc23)c1 | 5
COc1ccc(-n2c(SCC(=O)N3CCOCC3)nc(O)cc2=O)cc1 | 0
COc1ccc(C(=O)NCCN2CCN(C(=O)c3ccc(OC)cc3)CC2)cc1 | 3
O=C(C1CC1)N1N=C2CCCCC2C1(O)C(F)(F)F (stereo unspecified) | -2
COc1ccc(NC(=O)CC2C(=O)N(Cc3cccs3)C(=S)N2C(C)C)cc1 (stereo unspecified) | -1
CCN1CCN(c2ccc(NC(=O)Cc3ccccc3)cc2)CC1 | -3
C=CCN1C(=O)[C@H](CC(=O)NCc2ccc(OC)c(OC)c2)[C@@]2(C(=O)OCC)CCCC=C12 | -4
O=C(O)CCCNC(=O)c1nn(Cc2ccccc2)c(=O)c2ccccc12 | 1
COc1c(S(=O)(=O)NCCCN2CCOCC2)ccc(Cl)c1Cl | 10

Exported field by field: 4 of the compounds above
smiles: CC(CNC(=O)c1cncc(O)c1)NC(=O)c1cncc(O)c1 (stereo unspecified)
  TbREL1 primary: 1

smiles: O=C(Nc1cc(S(=O)(=O)N2CCCC2)ccc1OCC(F)(F)F)c1ccccc1F
  TbREL1 primary: 6

smiles: COc1ccc(CCNC(=O)c2ccn[nH]2)cc1OC
  TbREL1 primary: 1

smiles: Cc1cccc(CNc2ncnc3ccc(-c4ccccc4Cl)cc23)c1
  TbREL1 primary: 5

Taken from above:
TbREL1 primary with O=C(COc1ccc(F)cc1)Nc1nc(-c2cccnc2)cs1 is entered as 6
TbREL1 primary with CCN1CCN(c2ccc(NC(=O)Cc3ccccc3)cc2)CC1 is entered as -3

Further results follow.
SMILES | TbREL1 primary
Cc1nc(SCC(=O)Nc2c(C)nn(C)c2C)c2cnn(-c3ccccc3)c2n1 | -1
CC1=C(C(=O)N(C(C)C)C(C)C)CC(CC(=O)NCCN2CCOCC2)C(=O)N1Cc1ccc(F)cc1 (stereo unspecified) | -2
CCC1Nc2ncnc(N3CCCCC3)c2N(Cc2ccccc2)C1=O (stereo unspecified) | 1
Cc1ccc(CN(c2ccc(C(=O)NCC3CCCO3)cc2)S(C)(=O)=O)cc1 (stereo unspecified) | 5
FC(F)Sc1ccc(-n2cc(-c3ccccc3)[n+]3c2CCC3)cc1 | 3
Cc1cccc(OCC(O)Cn2ccnc2C)c1 (stereo unspecified) | 2
COc1cc(NC(=O)CCC(=O)Nc2ccc3nc(N4CCOCC4)cc(C)c3c2)cc(OC)c1OC | -1
O=c1[nH]cnc2c1sc(=S)n2-c1ccccc1 | -1
O=C(CSc1ncn[nH]1)N1CCN(c2nnc(-c3ccccc3)c3ccccc23)CC1 | -1
O=C(COc1ccc(Cl)cc1)N1CCN(S(=O)(=O)c2ccc(Cl)cc2)CC1 | 0
Cc1nc2ccccc2nc1CSc1nncs1 | 0
COc1ccc(S(=O)(=O)Nc2cccc(C)n2)c2ccccc12 | 6
O=C(N=Nc1c(O)[nH]c2ccc(Cl)cc12)c1cc(-c2cccs2)nc2ccccc12 | -2
CC(=O)NC(=S)Nc1ccc(NC(=O)COc2ccc(Cl)cc2Cl)cc1 | -2
CCC[C@H]1[C@@H](NC(=O)Nc2ccc3c(c2)OCO3)CC[C@@]23CCCN2C(=O)CCC[C@@H]13 | -5
O=C(c1ccccc1-c1nc2ccccc2[nH]1)N1CCOCC1 | 0
O=C(NC1CC1)C1=C[C@@H](c2ccc(Br)cc2)C[C@@H](OCc2ccc(CO)cc2)O1 | -2
COc1ccccc1NC(=O)NCC(=O)Nc1ccc(F)c(F)c1 | 0
O=C(COc1ccccc1C(=O)NCc1ccccc1)Nc1ccccc1 | 1
Cc1ccc(C2(C)NC(=O)N(CC(=O)NCCC3=CCCCC3)C2=O)cc1 (stereo unspecified) | -1
CC(=O)Nc1cccc(-c2nnc(SCc3ccccc3C#N)n2C)c1 | 1
CCC(Sc1ccccn1)C(=O)Nc1nnc(C)s1 (stereo unspecified) | 0
O=C(CSc1nnc(NCc2ccccc2)s1)NC1CCS(=O)(=O)C1 (stereo unspecified) | 1
COCC(=O)Nc1cc(C(=O)Nc2ccccc2C)ccc1Cl | 0
O=C(COc1ccc2ccccc2c1)NNC(=O)c1ccc([N+](=O)[O-])cc1 | 1
CCOC(=O)C1CCN(C(=O)COC(=O)CN(C)S(=O)(=O)c2ccc(NC(C)=O)cc2)CC1 | -2
CCC1=C(OC(=O)N(CC)CC)N2C(=O)OC(=NCC3CC3)[C@]2(C)[C@H]2C1=CC[C@H]1C(=O)N(C)C(=O)[C@H]12 | -2
CCN=C(N/N=C/c1ccc([N+](=O)[O-])cc1)SC | -2
O=C(O)c1ccccc1C(=O)c1ccc(Oc2ccccc2)cc1 | 0
CCN(Cc1nc2ccccc2c(=O)[nH]1)C(=O)c1cccc(S(=O)(=O)N2CCc3ccccc32)c1 | 0

Additional structures:
SMILES | TbREL1 primary
N#Cc1ncc(-c2ccc3c(c2)OCCOCCOCCOCCO3)nc1C#N | 1
COC(=O)c1ccc(S(=O)(=O)NC(C)(C)C)n1C | 0
c1ccc(C(c2ccccc2)N2CCN(c3ccc4ccccc4n3)CC2)cc1 | 7
COc1cc(C(=O)OCC(=O)N2CCCCCC2)c([N+](=O)[O-])cc1OC | 0
Cc1ccc(Cn2c(NS(=O)(=O)c3ccccc3)nc3ccccc32)cc1 | 2
COc1ccc(S(=O)(=O)NCc2ccncc2)cc1NC(=O)c1ccccc1F | -2
Cc1cccc(-n2ncc3c(N4CCCc5ccccc54)ncnc32)c1 | 2
COc1ccc(S(=O)(=O)Cc2ccc(C(=O)N3CCc4ccccc4C3)o2)cc1 | -4
CCSc1nnc(NC(=O)c2ccccc2C)s1 | 5
COC(=O)c1ccccc1NC(=O)CSc1nnc(CNS(=O)(=O)c2ccc(C)cc2)n1C | -1
CC(C)(C)[C@@H]1C=C(C(N)=O)O[C@H](OCc2ccc(CO)cc2)C1 | -1
COc1cc(NC(=O)CSc2nccc(C)n2)c(C(=O)O)cc1OC | 0
CCOC(=O)C1(C)NC(c2cccs2)C2C(=O)N(c3ccc(OC)cc3)C(=O)C21 (stereo unspecified) | -1
O=C(c1ccc(Cl)cc1)N1CCC2CC1c1cc(-c3ccccc3)ccc12 (stereo unspecified) | 2
CCCOc1ccc2oc(=O)c3c(c2c1)CCCN3C(=O)CN1CCN(c2ncccn2)CC1 | 0
CC(=O)Nc1ccc2nc(-c3cccn3C)[nH]c2c1 | -2
COc1ccc(S(=O)(=O)N2CCC(C(=O)Nc3ccc(S(=O)(=O)N4CCCC4)cc3)CC2)cc1OC | -2
Cc1cc(C)c(OCC(=O)OCC(=O)NCC2CCCCC2)c(C)c1 | 0
O=C(CSc1ccccc1)N1CCN(S(=O)(=O)c2ccccc2)CC1 | 4
O=C(Cc1ccccc1)NCCS(=O)(=O)N1CCN(c2cccc(Cl)c2)CC1 | -2
COc1cccc2c1OC1(C)CC2NC(=O)N1c1cccc(C(=O)N2CCN(c3ccccn3)CC2)c1 (stereo unspecified) | -1
O=S1(=O)C=CC(N2CCOCC2)C1 (stereo unspecified) | 0
CCc1noc(C)c1C(=O)N(CCOC)c1c(N)n(CC(C)C)c(=O)[nH]c1=O | -4
N#CCCN(C(=O)CSc1nc2ccccc2c(=O)[nH]1)c1ccc(F)cc1 | 3
CC1(C)CC(=O)C(Sc2nnc(-c3ccc(NS(C)(=O)=O)cc3)n2Cc2ccco2)C(=O)C1 | 4
Nc1[nH]c2cc(C(F)(F)F)ccc2c1C(=O)NC1CCCCC1 | 3
COc1ccc(C2=Nn3c(nnc3-c3ccccc3Cl)SC2)cc1OCC1CC1 | -2
NC(=O)CSc1nnc2n(-c3ccccc3)c(=O)c3c4c(sc3n12)CCCCC4 | -3
Cc1ccc([C@@H]2[C@@H]3C(=O)N(c4ccccc4)C(=O)[C@@H]3[C@]3(Cc4ccccc4)C(=O)N(CC4CC4)CC(=O)N23)o1 | 0
CCC(C)N(c1nc(C)nc2c1nnn2Cc1ccccc1)C(C)CC (stereo unspecified) | 1

Further records:
canonical_smiles | TbREL1 primary
CSc1ccc(/C=N/N2CCN(Cc3ccccc3Cl)CC2)cc1 | -4
O=C1c2ccccc2C2NC(=O)C3(CCCCC3)N12 (stereo unspecified) | -1
COC(=O)C1=C(C)N(Cc2ccc(Cl)cc2)C(=S)NC1c1ccccc1 (stereo unspecified) | 1
CC(=O)OC(C(=O)NCc1ccco1)c1ccncc1 (stereo unspecified) | 3
CCC1CCCCN1C(=O)CSc1nc(N)cc(=O)[nH]1 (stereo unspecified) | 2
CCCCNCC(O)(c1ccc(Cl)cc1)c1ccc(Cl)cc1 | 6
O=C(CCCC(=O)c1ccc(O)cc1)c1ccc(O)cc1 | -2
CC1CCCC(C)N1C(=O)Cn1c(SCC(=O)NCc2ccc3c(c2)OCO3)nc2ccccc21 (stereo unspecified) | -2
COc1cc(C(=O)OCC(=O)NC2CCS(=O)(=O)C2)c([N+](=O)[O-])cc1OC (stereo unspecified) | 4
O=C1CC(c2ccc(F)cc2)CC(O)=C1C=NCCN1CCNCC1 (stereo unspecified) | 0
CCC1Nc2ncnc(N3CCOCC3)c2N(Cc2ccc(Br)cc2)C1=O (stereo unspecified) | 4
O=C(O)c1cccc(NC(=O)c2cccc(S(=O)(=O)N3CCc4ccccc4C3)c2)c1 | 3
CCOC(=O)c1ccc(NC(=O)CN2C(=O)NC3(CCCCCCC3)C2=O)cc1 | -1
CCCCC(=O)N1CCCC(C(=O)OCC)C1 (stereo unspecified) | 0
Cn1cncc1C#Cc1ccc2cc(C(C)(C)O)oc(=O)c2c1 | 2

Some of these compounds in order of formula weight, ascending:
canonical_smiles | TbREL1 primary
O=C1c2ccccc2C2NC(=O)C3(CCCCC3)N12 (stereo unspecified) | -1
O=C1CC(c2ccc(F)cc2)CC(O)=C1C=NCCN1CCNCC1 (stereo unspecified) | 0
COC(=O)C1=C(C)N(Cc2ccc(Cl)cc2)C(=S)NC1c1ccccc1 (stereo unspecified) | 1

The listing continues.
canonical_smiles | TbREL1 primary
CCOC(=O)c1nnn(-c2nc(N3CCCC3)nc(N3CCCC3)n2)c1-c1ccccc1 | 5
CCCN1C(=O)c2ccc(C(=O)NCc3ccco3)cc2C1=O | -1
CCOC(=O)c1cc(=O)n2nc(-c3ccccc3F)nc2s1 | -2
CCN(CCNC(=O)CC1Oc2ccccc2NC1=O)c1ccccc1 (stereo unspecified) | -1
CCn1nnc2cc(C(=O)O)ccc21 | 1
O=C(C1CCC1)N1CCc2cc(S(=O)(=O)N3CCCC3)ccc21 | 2
O=C(Nc1cccc(Cl)c1)c1nc[nH]c1C(=O)NCCCCNC(=O)c1[nH]cnc1C(=O)Nc1cccc(Cl)c1 | 1
O=C(Nc1cccc(-c2nc3ccccc3[nH]2)c1)c1ccco1 | -1
Cn1c(=O)cc(OCCCC(=O)Nc2cc(-c3cn[nH]c3)ccn2)c2ccccc21 | 1
CN1OC[C@@H]2CN(Cc3cc(Cl)cc(Cl)c3)[C@H](c3cccc(Br)c3)C[C@@H]21 | 0
CCCC1CCC2(CC1)CCC2OC(=S)Nc1ccccc1Cl (stereo unspecified) | -2
OCCN(CC#CCn1c2ccccc2c2ccccc21)CCO | -4
CC(C)N(Cc1ccccc1)C(=O)COC(=O)c1ccccc1SCC(=O)N1CCCC1 | 3
COc1ccc(/C=C/C(=O)O/N=C(\N)c2ccccc2)cc1OC | -2
Cc1cccc(N(CC(=O)NC2CCCC2)C(=O)CS(=O)CC(=O)Nc2ccc3c(c2)OCO3)c1 (stereo unspecified) | -1

The final 4 entries of the section above are carried over, then new ones follow:
canonical_smiles | TbREL1 primary
OCCN(CC#CCn1c2ccccc2c2ccccc21)CCO | -4
CC(C)N(Cc1ccccc1)C(=O)COC(=O)c1ccccc1SCC(=O)N1CCCC1 | 3
COc1ccc(/C=C/C(=O)O/N=C(\N)c2ccccc2)cc1OC | -2
Cc1cccc(N(CC(=O)NC2CCCC2)C(=O)CS(=O)CC(=O)Nc2ccc3c(c2)OCO3)c1 (stereo unspecified) | -1
CCN1C(=O)/C(=C/c2ccc(C)s2)NC1=S | -4
O=C(Nc1nc(-c2cccs2)c(-c2cccs2)s1)C1(c2ccccc2)CC1 | 2
Cc1ccc(C(O)c2ncc(-c3ccc(F)cc3)[nH]2)cc1F (stereo unspecified) | 0
O=C(NCc1cccs1)c1ccc(Cl)c(S(=O)(=O)N2CCOCC2)c1 | 5

This is a subset; rates above refer to the full screens.
